Source: PubChem BioAssay
KCNH2 3.1 inh = qHTS for Inhibitors of KCHN2 3.1: Mutant qHTS. Potassium voltage-gated channel subfamily H member 2, brain isoform KCNH2 3.1 (human). U2OS KCNH2 3.1, thallium flux FluxOr; stronger effect = lower value. hit rate 0.95% among 340,000. activity change, % (tested at about 1.8 µM);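 active = maximum activity change below -70%; inconclusive = maximum activity change from -70% to -50%; inactive = maximum activity change above -50%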;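 note: thallium influx rate constant from kinetic fluorescence after stimulation buffer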
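Channel expression came from 3.1 mutant virus (1.77 x 10^8 /mL) applied to suspended U2OS cells for 4 h. Flux was tracked with FluxOr dye plus Red40 quencher, and kinetic rate constants normalized to controls.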
hERG WT inh = qHTS for Inhibitors of KCHN2 3.1: Wildtype qHTS. U2OS, BacMam KCNH2, thallium flux FluxOr; stronger effect = lower value. hit rate 0.37% among 340,000. AID 720551, 2013. Voltage-gated inwardly rectifying potassium channel KCNH2 (Homo sapiens), Q12809. activity change, % at 1.84 µM;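 active = maximum activity change below -70%; inconclusive = maximum activity change between -70% and -50%; inactive = maximum activity change above -50%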
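U2OS cells transduced with wild-type KCNH2 virus are loaded with FluxOr dye for 45 min, and thallium flux is measured in kinetic reads before and after stimulation buffer. Rate constants are normalized to DMSO controls.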
Giardia kill = Small Molecules that selectively kill Giardia lamblia: qHTS | Giardia lamblia trophozoite viability | activity change, % at 7.66 µM, hits read low | hit rate 0.15% among 340,000 | AID 540267, 2011; in the data active = activity change below about -80%; inconclusive = between about -30% and that limit;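 note: parasites exposed to compound for two days anaerobically before the ATP read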
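Luminescence from cellular ATP indicates surviving trophozoites (100 cells/well) following 48 hrs anaerobic compound treatment at 37 deg C; signal develops 15-30 min at room temperature.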
Active calls of the source: *; ? = inconclusive; [ ] = dose if it differs, or a comment. % is set by controls: 0 for no effect and ±100 for the full control effect. Only part of the results is shown; the hit share may differ from the screen's.

Values run as follows: KCNH2 3.1 inh, hERG WT inh, Giardia kill
COc1cccc(C(=O)Nc2cccc(-c3nnc(-c4ccccc4)o3)c2)c1
  -9, 0, -5
CCOC(=O)C1=C(C)NC(C)=C(C(=O)OCC)C1c1nc2ccccc2[nH]1
  14, 3, 34[activator]
CCCn1c(C)cc(/C=C(\C#N)C(=O)OCC(=O)N(CC)c2c(N)n(Cc3ccccc3)c(=O)[nH]c2=O)c1C
  -13, 21, -14
Cc1ccccc1CN(c1ccc(C(=O)N2CCN(C)CC2)cc1)S(C)(=O)=O
  8, -8, -3
COc1ccc(N2CCN(C(=O)C(Cc3ccccc3)NC(=O)c3ccccc3)CC2)cc1 (stereo not drawn)
  -1, -1, ?
CCOC(=O)C[C@H]1c2ccc(C(F)(F)F)cc2S(=O)(=O)N1c1ccccc1
  10, 7, 12
COc1cc2c(cc1OC)C1CCN3C(=O)CCC3N1CC2 (stereo not drawn)
  37, 7, 1
COc1ccc(C=C(NC(=O)c2ccccc2)C(=O)O)cc1OC
  -17, 23, -5
CCN(CC)c1ccc(C2NC(=O)c3ccccc3N2)cc1 (stereo not drawn)
  -28, -10, -86*
N#CC(=C(O)COC(=O)Cc1c[nH]c2ccccc12)c1nc2ccccc2[nH]1
  -27, -3, -25
O=C(N[C@H](CO)Cc1ccccc1)c1ccco1
  -22, -2, 28
O=C(NCc1ccccn1)C1CCCN(S(=O)(=O)c2cc(Cl)ccc2Cl)C1 (stereo not drawn)
  20, -2, -83*
O=C(O)c1cccc2cccc(-c3c4ccc(=O)c(O)c-4oc4c(O)c(O)ccc34)c12
  -13, 1, -10
Oc1ccc(C=NNC(=S)Nc2ccc(F)cc2)c(O)c1
  -4, -2, 8
Cc1cc(NC(=O)NCc2ccco2)ccc1NC(=O)NCc1ccco1
  -17, -1, -1
CC(C)NC1CCC(Nc2ccnc3cc(Cl)ccc23)CC1 (stereo not drawn)
  -22, 3, 25
O=C(Nc1cccc(S(=O)(=O)N2CCCCC2)c1)[C@@H]1CCCN1S(=O)(=O)c1ccccc1C(F)(F)F
  2, -2, 5
COCC(=O)N1CCC2CC1c1c(-c3ccc(C(F)(F)F)cc3)cccc12 (stereo not drawn)
  7, 2, 9
CC(=O)N(c1cc(C)ccc1C)c1ccccc1[N+](=O)[O-]
  -6, 0, 17
CCCOc1ccc(/C(O)=C2/C(=O)C(=O)N(CCN(C)C)C2c2ccncc2)cc1 (stereo not drawn)
  25, -5, 4
O=C1NC[C@H](Cc2ccccc2)N(C[C@H]2CCCN2C[C@H](Cc2ccccc2)N2C[C@H](Cc3ccc(O)cc3)N(CCc3ccccc3)C(=O)C2=O)C1=O
  -1, 0, -17
C#CCOCCOCCOCCNc1nc(N2CCN(C(=O)C([C@@H](C)CC)n3cc(C(N)COC(=O)C(F)(F)F)nn3)CC2)nc(N2CCN(C(=O)C([C@@H](C)CC)n3cc(C(N)CC(C)C)nn3)CC2)n1 (stereo partly drawn)
  -14, -9, 13
CCCCNC(=O)c1onc(CSc2ccccn2)c1C(=O)NCCCC
  17, -17, 5
COC(=O)c1ccccc1NC(=O)CC(NCc1ccccc1)C(=O)O (stereo not drawn)
  6, -16, -9
Cn1ncc2c(=S)nc(Cl)[nH]c21
  5, 2, 15
CCOC(=O)C(Cc1ccc(O)cc1)Nc1nc2ccccc2o1 (stereo not drawn)
  7, -17, 13
O=C(C=Cc1ccco1)c1ccco1
  13, 4, -14
COc1ccc(OC)c2cc3ccccc3cc12
  -2, -5, -1
O=C(C=Cc1ccccc1)Nc1ccccc1
  3, 0, -23
CC(C)n1cc2c(N)ncnc2n1
  14, -2, 7
CC(C)(C)C(=O)Nc1cccc(-c2ccc[nH]2)n1
  -25, 4, 3
Cc1ccc(CN2CC(C(=O)Nc3ccc(C)c(S(=O)(=O)N4CCCCC4)c3)CC2=O)cc1 (stereo not drawn)
  -3, -18, -8
NC(=O)C1(Nc2ccc(Cl)cc2)CCCC1
  11, -3, 6
COc1ccc(N=C2C(=S)N(c3ccc(OC)cc3)C(=NS(=O)(=O)c3ccccc3)N2c2ccccc2)cc1
  30, -4, -10
O=C(NC1CCCCCCC1)c1c(Cl)cccc1Cl
  27, -4, -14
CC(Oc1ccccc1F)C(=O)NNC(=O)c1ccc(-n2cncn2)c([N+](=O)[O-])c1 (stereo not drawn)
  -27, 0, -1
CCN(CC(=O)Nc1ccc(NC(C)=O)cc1)C(=O)c1cccc(N2C(=O)c3ccccc3C2=O)c1
  -35, -13, -6
CCOC(=O)C1=C(C)N(CCCC(=O)O)C(=O)NC1c1ccccc1OS(=O)(=O)c1ccccc1[N+](=O)[O-] (stereo not drawn)
  10, 0, 25
O=C(Cc1ccc([N+](=O)[O-])cc1)Oc1ccccc1
  -18, 2, -8
Cc1ccc(S(=O)(=O)N2CCOCC2)cc1NC(=O)Cn1c(=O)ccn(Cc2ccccc2)c1=O
  -7, -21, -21

Single values from above:
Under Giardia kill, CCOC(=O)C(Cc1ccc(O)cc1)Nc1nc2ccccc2o1 (stereo not drawn) has the entry 13
Under Giardia kill, COC(=O)c1ccccc1NC(=O)CC(NCc1ccccc1)C(=O)O (stereo not drawn) has the entry -9

(further entries)
Values run as follows: KCNH2 3.1 inh, hERG WT inh, Giardia kill
Cc1ccc(CN2CC(C(=O)Nc3ccc(S(=O)(=O)N4CCCCC4)cc3)CC2=O)cc1 (stereo not drawn)
  9, -8, -1
O=C(CS(=O)(=O)Cc1ccccc1)Nc1ccc(Br)cc1F
  5, 4, -19
COCCN1C(=O)c2oc3cc(C)c(C)cc3c(=O)c2C1c1cccc(O)c1 (stereo not drawn)
  -15, 2, -3
O=C(NCc1ccco1)c1ccc2c(c1)S(=O)(=O)c1ccccc1C2=O
  10, -4, 5
O=C1NC(=O)C(c2ccccc2)(C2CCCC2)N1 (stereo not drawn)
  -4, -7, -7
Cc1ccc(N2C(=O)c3oc4ccccc4c(=O)c3C2c2cccc(O)c2)nc1 (stereo not drawn)
  -15, 10, 23
Cc1ccc(CNCCCn2cnc(C(=O)Nc3ccc(C)c(C)c3)n2)o1
  -23, 7, -8
CCOC1=C(C#N)CC2(CC1)c1ccccc1-c1ccccc12
  14, 2, -6
O=c1ccn(Cc2ccccc2)c(SCc2ccccc2)n1
  3, 4, -11
O=C1NC(=O)/C(=C\c2ccc(Cl)cc2Cl)N1
  -8, -7, 0
COc1ccc(CC(=O)NC(=S)Nc2cccc(C)c2)cc1
  2, 13, 10
Cc1cc(NC(=O)c2cc3ccccc3o2)no1
  -2, 15, 6
O=C1CCC/C1=c1\s/c(=C/c2cccnc2)c(=O)n1-c1ccccc1
  -3, 17, 9
COc1ccc(Cc2nnc(NC(=O)CS(=O)(=O)Cc3ccccc3)s2)cc1
  -4, -7, -18
O=[N+]([O-])c1ccc(NN=Cc2cccc(O)c2)nc1
  2, -3, -23
O=C(OCc1ccc([N+](=O)[O-])cc1)c1cc2ccccc2oc1=O
  -8, -6, 2
Cc1cccc(NC(=O)c2ccc(NS(=O)(=O)c3cccc4cccnc34)cc2)c1
  -5, -9, -18
CCCCn1c2nc3ccccc3nc2c2c(=O)n(CC(C)C)cnc21
  8, 7, 14
COc1ccc(OC)c(C(=O)Nc2c(O)ccc3ccccc23)c1
  0, -4, -1
O=CN(Cc1nc2ccccc2[nH]1)c1ccc(C(=O)O)cc1
  8, 3, -5

Compound profiles, from the list above. Order of screens: KCNH2 3.1 inh	hERG WT inh	Giardia kill
O=c1ccn(Cc2ccccc2)c(SCc2ccccc2)n1 as listed: 3	4	-11
Cc1cccc(NC(=O)c2ccc(NS(=O)(=O)c3cccc4cccnc34)cc2)c1 as listed: -5	-9	-18
COc1ccc(OC)c(C(=O)Nc2c(O)ccc3ccccc23)c1 as listed: 0	-4	-1

(next part)
Values run as follows: KCNH2 3.1 inh, hERG WT inh, Giardia kill
COc1cccc(CN2CCN(C(=O)c3ccco3)CC2)c1OC
  3, 11, -5
O=[N+]([O-])c1cc2no[n+]([O-])c2cc1N1CCCCC1
  18, 17, -28
CN(CC(=O)Nc1cccc(F)c1)C(=O)/C=C/c1ccc(S(=O)(=O)N2CCCCCC2)cc1
  1, 7, 9
CCOC(=O)C1=C(N)OC2=C(C(=O)CCC2)C1c1ccc2c(c1)OCO2 (stereo not drawn)
  -5, -3, 19
CC1CCCN(CCC(=O)c2ccccc2)C1 (stereo not drawn)
  -1, 1, 5
Cn1c(=O)c(-c2ccccc2)cc2ccccc21
  2, 0, 8
C/C(=N\NC(=O)CCC(=O)N/N=C(\C)c1ccc(C)o1)c1ccc(C)o1
  35, -3, 27
CC(=O)Nc1ccc(S(=O)(=O)N2c3ccc(F)cc3CCC2C)cc1 (stereo not drawn)
  -4, 1, 9
CCOP(=O)(Nc1cccc2oc(=O)c3ccccc3c12)OCC
  -8, -1, 15
N#C/C(=C\c1ccc(Cl)cc1)C(=O)NC1CC1
  0, 1, -12
O=C(c1ccc(Cl)cc1)C1CCN(C(=O)c2ccccc2F)CC1
  4, -12, 22
Cc1ccc(N/N=C/C=C/c2ccco2)cc1
  7, 2, -12
O=C(CN(c1ccc(Br)cc1)S(=O)(=O)c1ccc(Cl)c([N+](=O)[O-])c1)NCC1CCCO1 (stereo not drawn)
  -16, -32, -14
O=S(=O)(CS(=O)(=O)Oc1ccccc1)Oc1ccccc1
  7, 7, -17
O=C1CCCCC1(CCc1ccncc1)CCc1ccncc1
  -27, 0, 9
CCOC1=CC(=O)OC(c2ccccc2)C1 (stereo not drawn)
  -15, -2, 9
Cc1cc(/C=C2\SC(=S)N(C)C2=O)c(C)n1-c1ccccc1O
  24, 2, 2
O=C1N[C@@H](Cc2ccccc2)C(=O)N2[C@H]3Nc4ccccc4[C@@]3([C@]34C[C@H]5C(=O)N[C@@H](Cc6ccccc6)C(=O)N5[C@H]3Nc3ccccc34)C[C@@H]12
  -14, -10, -5
Cc1cccn2c(=O)c3cc(C(=O)N4COCC4(C)C)n(Cc4ccccc4)c3nc12
  3, -8, -17
CC(C)n1c(CN2CCN(C)CC2)nc2c1c(=O)n(C)c(=O)n2C
  3, -4, 4
Cc1cc2c(=O)n(C)c(SCC(=O)Nc3ccc(F)cc3)nc2s1
  25, 2, 5
CN1C(=O)CC(N2CCN(c3ccccc3)CC2)C1=O (stereo not drawn)
  0, 5, 0
CN1C[C@H]2CON(C)[C@H]2C[C@H]1c1cccc(-c2ccccc2)c1
  -1, 4, -26
CSc1c(CN2CCN(C)CC2)c2ccccc2n1C
  0, 1, -4
C#Cc1ccc([C@H]2C=C(C(=O)NCc3ccccc3)O[C@@H](OCc3ccc(CO)cc3)C2)cc1
  7, -7, 6
C/C(=N\Nc1cc(-c2ccccc2)nc(-c2ccc(Br)cc2)n1)c1cccc(N)c1
  -15, 2, 2
OC(c1ccc2ccccc2n1)c1c(Cl)cccc1Cl (stereo not drawn)
  -5, -3, 2
F[B-](F)(F)COc1ccccc1
  5, -5, 10
COc1ccc(NS(=O)(=O)c2ccc(NC(C)=O)cc2)nn1
  11, -2, 12
CN(C)S(=O)(=O)c1ccc(N2CCCC2)c(C(=O)N2CCN(S(=O)(=O)c3ccc(F)c(F)c3)CC2)c1
  6, 14, 4
CN(CCc1ccccc1)C(=O)c1ccc(NC(=O)Cc2ccc(NC(=O)C3CCN(S(=O)(=O)c4cccc([N+](=O)[O-])c4)CC3)cc2)cc1
  -5, -19, -17
Cc1ccccc1N1CCN(c2ccccc2NC(=O)/C=C\C(=O)O)CC1
  0, -9, 1
CCc1ccc(CNCCNC(=O)c2ccco2)cc1
  5, 0, 11
Cc1cc(NC(=O)c2cccc(Br)c2)no1
  0, -10, -10
O=C(CCc1nc2ccccc2c(=O)[nH]1)NCCN1C(=O)S/C(=C\c2ccc(OC(F)F)cc2)C1=O
  -2, -20, -1
NNC(=O)C1CCN(S(=O)(=O)c2ccc(Cl)cc2)CC1
  -4, -7, -16
O=C(O)C(Cc1ccccc1N(CCO)CCO)N1C(=O)c2ccccc2C1=O (stereo not drawn)
  1, 1, 0
